Compound activity (PubChem)
NOD1 NF-kB reporter: NOD1 signaling inhibitors, primary screen, cell-based, luminescence, uHTS (AID 1578). NOD1-driven NF-kB luciferase reporter cells, luminescence; higher % means a stronger effect. inhibition, % at 4 µM, or EC50 in µM where a hit was titrated. hit rate 1% among 290,000; in the data active = inhibition mostly above about 36%, no sharp cut-off; inactive = mostly below about 34%;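 also: HEK-293T reporter cells stimulated with the NOD1 agonist gamma-tri-DAP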
GPR55 beta-arrestin: GPR55 agonists via beta-arrestin recruitment, primary screen, imaging, U2OS cells, beta-arrestin-GFP redistribution (AID 1961). one-dose activation, % at 10 µM; EC50 in µM for titrated hits. U2OS GPR55 beta-arrestin-GFP redistribution imaging; higher % means a stronger effect. hit rate 0.048% among 290,000;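 active = activation above 40% with more than 50 cells counted in the well; inconclusive = wells holding fewer than 50 cells, flagged as toxic or sparse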;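 also: U2OS osteosarcoma cells stably expressing GPR55 and beta-arrestin-GFP; plate controls were DMSO negative control for no effect and LPI positive control for full effect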
GPR55 antagonists: GPR55 antagonists blocking LPI-driven arrestin recruitment, primary screen, imaging, U2OS, beta-arrestin-GFP, LPI agonist (AID 2013) | one-dose inhibition, % at 10 µM; IC50 in µM for titrated hits | G-protein coupled receptor 55 (Homo sapiens) | U2OS GPR55 beta-arrestin-GFP translocation imaging, LPI antagonism; higher % means a stronger effect | hit rate 0.13% among 290,000;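 active = spots per cell inhibited over 60%, with over 100 cells counted and total cytoplasm intensity under 500,000; inconclusive = wells with under 100 cells, flagged as likely toxic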;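 also: U2OS cells stably carrying GPR55 and arrestin-GFP stimulated by 5 µM LPI near EC80; imaged beta-arrestin-GFP aggregate spots per cell after agonist stimulation; plate controls were LPI-stimulated DMSO wells for no effect and DMSO wells without LPI for full effect; some results filed as inactive read as strong as hits; confirmed hits need IC50 under 10 µM and bright autofluorescent wells are also inconclusive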
KOR beta-arrestin-1: KOR antagonists, beta-arrestin recruitment, cell-based, luminescence, uHTS (AID 1778); hit rate 0.091% among 290,000; Kappa-type opioid receptor (Homo sapiens); inhibition, % at 10 µM; hits with a dose series show IC50 in µM; KOR beta-arrestin recruitment, luminescence, antagonist mode; higher % means a stronger effect; in the data active = inhibition above about 50%; also: strong numbers were not always called active
SIAH1 antagonists: Siah-1 peptide-binding antagonists, primary screen, biochemical, fluorescence polarization, rhodamine-plectin, uHTS (AID 1817); E3 ubiquitin-protein ligase SIAH1 (Homo sapiens); Siah-1 / rhodamine-plectin peptide fluorescence polarization; higher % means a stronger effect; displacement, % at 20 µM, or IC50 in µM where a hit was titrated; hit rate 0.02% among 290,000;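 active = displacement of at least 50% at 20 µM, with a fluorescence ratio check between 0.3 and a set limit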;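 also: plate controls were Siah plus tracer with DMSO for no effect and tracer alone without Siah for full effect; strong numbers were not always called active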
KOR beta-arrestin-2: KOR agonists, beta-arrestin recruitment, primary screen, cell-based, luminescence, uHTS (AID 1777); Kappa-type opioid receptor (Homo sapiens); hit rate 0.02% among 280,000; activation, % at 10 µM; hits with a dose series show EC50 in µM; KOR beta-arrestin recruitment, luminescence; higher % means a stronger effect; in the data active = activation above about 50%, passing the limit was not always enough; also: a part of the inactive calls stands beside numbers as strong as those of hits
HIV peptide binding: inhibitors of HIV fusion peptide binding, primary screen, biochemical, uHTS, fluorescence dequenching (AID 1986) | cell-free peptide binding, fluorescence dequenching, 30 min; higher % means a stronger effect | one-dose inhibition, % at 20 µM; IC50 in µM for titrated hits | hit rate 0.3% among 290,000; in the data active = inhibition mostly above about 52%, no sharp cut-off; inactive = mostly below about 76%; also: some results filed as inactive read as strong as hits
AID2073: inhibitors of Mint1-CaV2.2 protein interaction, biochemical, HTRF (AID 2073). hit rate 0.19% among 290,000. Voltage-dependent N-type calcium channel subunit alpha-1B (Homo sapiens). one-dose inhibition, % at 20 µM; IC50 in µM for titrated hits. HTRF protein-protein interaction, Mint1-CaV2.2; higher % means a stronger effect; in the data active = inhibition mostly above about 51%, no sharp cut-off; inconclusive = no clear call, values can overlap the other calls; inactive = mostly below about 53%; also: some results filed as inactive read as strong as hits
GPR35 arrestin U2OS: GPR35 antagonists blocking zaprinast-driven arrestin recruitment, primary screen, imaging, U2OS, beta-arrestin-GFP, zaprinast agonist (AID 2058); G-protein coupled receptor 35 (Homo sapiens); U2OS GPR35 beta-arrestin-GFP translocation imaging, zaprinast antagonism; higher % means a stronger effect; inhibition, % at 10 µM; hits with a dose series show IC50 in µM; hit rate 0.052% among 290,000;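 active = inhibition of at least 50% with at least 30 cells and total cytoplasm GFP at most 10,000,000; inconclusive = under 30 cells or total GFP of 10,000,000 plus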
The depositor's hits bear a star; ? = inconclusive; / = no result given; [ ] = remark or other dose. A portion of the library, so the mix of outcomes need not match the whole.

cpd	SMILES	NOD1 NF-kB reporter	GPR55 beta-arrestin	GPR55 antagonists	KOR beta-arrestin-1	SIAH1 antagonists	KOR beta-arrestin-2	HIV peptide binding	AID2073	GPR35 arrestin U2OS
1	CC(=O)Nc1ccc(NC(=O)C(=O)N/N=C/c2cccnc2)cc1	-2%	-0.1%	0%	15%	7%	-1.0%	0.6%	8%	11%
2	COc1ccc(/C=C/C(=O)N2CCCC2)cc1OC	-19%	0.1%	-3%	-12%	2%	-2.2%	-0.8%	47%	3%
3	O=C(c1nc2ccccn2c1CNCC1OCCc2ccccc21)N1CCOCC1 (configuration not stated)	-20%	0.5%	-6%	4%	-6%	-2.8%	-0.8%	5%	-4%
4	Cc1cc(NC(=O)c2cnn3c(C(F)(F)F)cc(-c4ccc(Br)cc4)nc23)no1	7%	0.2%	8%	14%	-4%	-4.1%	-4.5%	14%	-7%
5	COc1ccc(S(=O)(=O)N2CCCCCC2)cc1C(=O)OCC(=O)NC(N)=O	5%	0.0%	-2%	15%	3%	-3.4%	-0.5%	27%	3%
6	COc1ccc(CC(=O)Nc2nc3ccccc3s2)cc1S(=O)(=O)N1CCOCC1	15%	0.0%	-22%	24%	-3%	7.8%	-2.2%	-4%	-2%
7	CC12CCC(C(=O)N3CCN(c4ccccc4)CC3)(CC1=O)C2(C)C (configuration not stated)	5%	-0.1%	9%	27%	5%	0.4%	-2.2%	-4%	8%
8	O=C(NCCc1ccc([N+](=O)[O-])cc1)c1ccccc1	-9%	-0.1%	5%	34%	-5%	3.2%	-1.6%	-9%	-7%
9	O=C(NCc1cccnc1)c1ccc2c(c1)C(=O)N(Cc1ccccc1)C2=O	-4%	0.4%	-10%	20%	4%	-3.2%	-1.4%	-2%	-14%
10	Cc1ccc2oc(C(=O)NC3CCS(=O)(=O)C3)cc(=O)c2c1 (configuration not stated)	-12%	-0.2%	8%	-24%	2%	-2.8%	0.1%	9%	11%
11	COc1ccc(-c2nnc(N3CCCCC3)c3ccccc23)cc1	22%	-0.1%	3%	4%	0%	12%	0.6%	7%	1%
12	Cc1ccc(OCc2ccc(C(=O)N3CCOCC3)cc2)cc1C	-30%	-0.2%	18%	17%	4%	-3.7%	-3.3%	-19%	0%
13	O=C(COc1ccc(S(=O)(=O)NC2CCCCC2)cc1Cl)N1CCN(c2ccccc2)CC1	4%	-0.1%	17%	38%	3%	-3.7%	-0.4%	-4%	3%
14	COc1ccc(-c2nc(CS(=O)CC(=O)NC(C)CCc3ccccc3)c(C)o2)cc1OC (configuration not stated)	-22%	-0.2%	-29%	-52%	2%	0.3%	-0.1%	?	53%
15	CCOC(=O)c1cc2n(c1C)-c1ccccc1C2=O	-46%	-0.2%	23%	7%	-2%	-1.0%	2.5%	-1%	4%
16	CCc1ccccc1N(C(C)=O)c1nc(CN=C=S)cs1	-31%	-0.2%	-2%	20%	6%	-6.0%	0.8%	25%	2%
17	COc1cc(C(=O)Nn2c(O)c(C3=c4ccccc4=NC3=O)sc2=S)ccc1O	2%	-0.1%	12%	2%	11%	-0.8%	14%	-12%	-3%
18	CCOC(=O)c1[nH]c(C)c(C(=O)OCC)c1C	-5%	-0.1%	18%	26%	-6%	11%	-3.0%	8%	-8%
19	O=C(/C=C/c1ccc(Cl)cc1Cl)NCc1ccncc1	-14%	-0.1%	5%	23%	-7%	-1.3%	0.5%	-1%	2%
20	Fc1ccc(Cn2c(SCc3ccc(F)c(C(F)(F)F)c3)nnc2C(F)(F)F)cc1	0%	0.6%	18%	1%	6%	-0.3%	3.0%	-1%	-5%
21	Cc1cccc(-c2nc3sc(C)cc3c(=O)o2)c1	-17%	0.6%	11%	12%	2%	-0.1%	0.0%	5%	-2%
22	CC1(OCON)CCCc2ccccc21 (configuration not stated)	-22%	0.0%	5%	-6%[20 µM]	1%	-1.7%	1.1%	-1%	8%
23	NS(=O)(=O)c1ccc(CCNC(=O)c2ccc(C#CC3(O)CCCCC3)cc2)cc1	-14%	0.0%	-3%	-161%	-6%	4.2%	1.0%	2%	-5%
24	c1ccc2c(c1)OCC(c1csc3ncnc(N4CCCCC4)c13)O2 (configuration not stated)	29%	-0.3%	6%	4%	9%	-2.6%	-0.1%	-1%	23%
25	O=C(c1ccc2c(=O)n(Cc3ccccc3)c(=S)[nH]c2c1)N1CCCC1	-59%	0.2%	11%	-28%	12%	-3.9%	0.4%	-22%	0%
26	CCOC(=O)c1nnsc1NC(=O)Nc1ccc(OC)cc1	-25%	0.1%	-1%	7%	46%	-3.4%	-0.7%	?	7%
27	CC(=O)Oc1ccc2c(=O)oc(-c3ccccc3C)nc2c1	-10%	-0.1%	9%	-28%[20 µM]	-9%	2.1%	0.9%	5%	-5%
28	O=C(Cn1cnc2ccccc2c1=O)c1c[nH]c2ccccc12	1%	-0.1%	-12%	-25%	-4%	-0.6%	11%	-6%	2%
29	Cc1ccc(S(=O)(=O)c2nc(-c3ccccc3)oc2N2CCC(C(N)=O)CC2)cc1	-8%	-0.1%	-5%	-21%	-7%	15%	-0.1%	4%	-9%
30	CC(=O)N1CCN(S(=O)(=O)c2ccc(F)c(Cl)c2)CC1	-25%	0.0%	13%	9%	2%	-3.8%	1.5%	-2%	-10%
31	COc1ccc(/C=N/Nc2nonc2N)cc1OC	-26%	0.1%	2%	33%	5%	-3.6%	0.0%	-12%	-6%
32	CC(C)(C)C1=C(C#N)C(c2ccncc2)C(C#N)=C(N)O1 (configuration not stated)	11%	0.4%	9%	-31%	6%	-2.0%	2.4%	4%	10%
33	O=C(CSc1ccc2ccccc2c1)Nc1ccncc1	40%	0.0%	2%	6%	4%	0.6%	1.7%	2%	-4%
34	CCOC(=O)C(=O)Nc1cc(Cl)ccc1C	-12%	-0.4%	8%	8%	3%	7.1%	2.4%	-1%	0%
35	N#Cc1c(N2CCOCC2)nsc1-c1ccccc1	-8%	-0.2%	0%	-10%	-3%	1.0%	-0.1%	19%	-10%
36	O=C(COc1ccccc1Cl)N(Cc1ccco1)C1CCS(=O)(=O)C1 (configuration not stated)	-5%	-0.2%	5%	-3%	0%	-0.8%	3.2%	2%	8%
37	COC(=O)c1cc(NC(=O)CC2SC(=Nc3ccccc3)N(CCc3c[nH]c4ccccc34)C2=O)cc(C(=O)OC)c1 (configuration not stated)	-44%	-0.1%	16%	-2%	0%	1.2%	14%	30%	18%
38	Cc1onc(C(=O)NN)c1C(=O)N1CCN(C(c2ccccc2)c2ccccc2)CC1	-21%	0.7%	4%	-26%	5%	7.0%	8.0%	40%	-6%
39	CCc1nn(-c2ccccc2)c(N)c1C#N	-25%	0.5%	-3%	-20%	0%	-0.6%	-1.7%	6%	28%
40	COc1ccc(CN2CCN(S(=O)(=O)c3ccc(F)cc3)CC2)c(OC)c1OC	9%	-0.1%	2%	-24%	5%	-2.6%	1.0%	-5%	15%
41	CN(C)CCNC(=O)/C=C/c1cn(-c2ccccc2)nc1-c1cc2ccccc2oc1=O	-2%	-0.4%	13%	29%	-2%	-8.4%	-1.4%	7%	24%
42	CC(=O)Nc1sc2c(c1C(c1ccc(F)cc1)N1CCOCC1)CCCC2 (configuration not stated)	2%	0.2%	58%	-6%	-2%	-4.2%	-2.1%	-2%	2%
43	Cc1ccc2[nH]c(O)c(N=Nc3nc4ccccc4s3)c2c1	2%	-0.1%	4%	47%	-4%	2.0%	-1.4%	-3%	8%
44	O=C(CN1CCN(Cc2ccccc2)CC1)Nc1cccc(S(=O)(=O)N2CCCCCC2)c1	-9%	-0.3%	16%	2%	20%	-3.4%	0.6%	-8%	-2%
45	CC(=O)CSc1nc2cc3c(cc2cc1C#N)OCCO3	5%	-0.3%	9%	14%	-16%	-1.7%	44%	29%	20%
46	Cc1ccc(O)c(C(=O)c2cnn(C(=O)COc3ccccc3C#N)c2)c1	3%	-0.2%	9%	9%	-1%	/	-2.0%	20%	-4%
47	COc1ccc(CN2CCN(CC=C(C)C)C(CCO)C2)cc1Cn1cncn1 (configuration not stated)	-46%	-0.2%	2%	0%	14%	-0.9%	-1.2%	2%	22%
48	Cc1ccc(S(=O)(=O)N(C)CC(=O)N2CCN(Cc3ccc4c(c3)OCO4)CC2)cc1	-17%	-0.2%	11%	-35%	5%	1.5%	-0.6%	-7%	6%
49	CN1CCN(CCC(=O)Nc2ccccc2)CC1	-25%	-0.2%	8%	-9%	7%	1.7%	-0.4%	2%	-3%
50	O=C(CCC(=O)N(CC(=O)NC1CCCC1)C1CCCCC1)Nc1ccccn1	-36%	-0.1%	-1%	9%[20 µM]	6%	/	-0.8%	-5%	-5%
51	COC(=O)[C@H](CC(C)C)NS(=O)(=O)c1ccccc1	36%	-0.1%	4%	-52%[20 µM]	-4%	1.7%	-1.7%	8%	0%
52	Cc1ccc(-n2c(Cc3cccs3)nnc2SCC(=O)OC(C)C)cc1	14%	0.0%	3%	2%	-8%	2.7%	-4.1%	-2%	23%
53	CCOc1ccc(Nc2nc(Cl)nc(NCCO)n2)cc1	-16%	-0.4%	1%	-15%	10%	3.5%	1.9%	7%	12%
54	N#C/C(=C(/O)c1ccc(F)cc1)c1nc2ccccc2s1	61%*	0.2%	-12%	-23%	2%	0.7%	10%	9%	6%
55	O=C(CCCCCn1c(=S)[nH]c2cc3c(cc2c1=O)OCO3)NCCc1ccccc1	-3%	0.6%	6%	-12%	20%	-0.4%	1.7%	18%	-17%
56	Cc1sc2ncnc(NCC3(N4CCOCC4)CCCCC3)c2c1C	31%	0.3%	6%	-45%	0%	0.5%	7.3%	-5%	-5%
57	COc1cccc(CNC(=O)CN2C(=O)COc3ccc(S(=O)(=O)N4CCCC4)cc32)c1	-22%	-0.1%	3%	20%	1%	-2.5%	0.3%	8%	-4%
58	COc1ccccc1C(=O)NC(CCSC)C(=O)NNC(=O)c1ccc(F)cc1 (configuration not stated)	0%	-0.1%	22%	20%	-2%	2.3%	0.0%	10%	5%
